Glioma ERSR ind: induces the endoplasmic reticulum stress response in human glioma cells; U87-MG GRP78 promoter luciferase reporter, 16 h; Potency, µM, for the others: top-dose activation, most hits filed as activators; 420,000 tested, 0.02% active; AID 602332; also: potency is read from the fitted curve at half-maximal effect; series mostly up to about 76 µM; % of control where 0% means no effect; nearly all actives have a fitted effect of over 35% in size
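ERSR induction read as luciferase luminescence (Bright-Glo, 10 min at room temperature) in stably transfected human U87-MG glioma cells exposed to compounds for 16 h, using GRP78 as sensor.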
D2 agonist: activates the human D2 dopamine receptor; P14416; HEK293 T-REx D2 cells, calcium flux agonist mode; activation, % at 2 µM; 340,000 tested, 0.53% active; AID 485358;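 active = activation over 3 SD above normal in the single-dose calcium agonist read, cut at about 30% in these data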; also: 0% is about no effect
Target sequence (P14416 whole entry, looked up): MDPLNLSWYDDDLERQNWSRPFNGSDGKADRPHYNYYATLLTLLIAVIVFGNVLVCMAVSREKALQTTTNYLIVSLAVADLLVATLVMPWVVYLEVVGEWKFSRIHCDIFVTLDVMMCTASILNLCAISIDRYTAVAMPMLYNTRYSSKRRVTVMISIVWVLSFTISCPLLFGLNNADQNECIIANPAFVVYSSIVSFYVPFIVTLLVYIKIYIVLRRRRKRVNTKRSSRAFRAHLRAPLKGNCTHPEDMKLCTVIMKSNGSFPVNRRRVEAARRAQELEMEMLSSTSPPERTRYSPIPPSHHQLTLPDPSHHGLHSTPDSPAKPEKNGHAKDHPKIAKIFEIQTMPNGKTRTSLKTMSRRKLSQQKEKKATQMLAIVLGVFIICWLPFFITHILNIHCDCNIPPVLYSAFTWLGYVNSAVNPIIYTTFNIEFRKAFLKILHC
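Tetracycline-induced HEK293 Trex cells with D2 receptor force-coupled to calcium signaling, plated overnight at 30 C and loaded with no-wash calcium dye. Calcium flux read kinetically for 180 s after compound addition; responses flag agonists.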
Vif-APOBEC3F blk: Vif-A3F binding inhibition. AID 602313. Potency, µM (doses to about 46.1 µM), for inactives: at the highest dose activity, negative = active. 390,000 tested, 0.2% active. HeLa A3F-eYFP + Vif (tagged APOBEC3F with the HIV-1 protein that degrades it), YFP fluorescence increase; also: potency is read from the fitted curve at half-maximal effect; % of control where 0% means no effect; nearly all actives have a fitted effect of over 65% in size
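Fluorescence increase (Ex 488/Em 500-530) after overnight compound treatment at 37 deg C flags inhibition of Vif-driven A3F-eYFP loss in stable HeLa A3F-eYFP/Vif cells seeded overnight beforehand.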
Vif-APOBEC3G blk: inhibitors of Vif-APOBEC3G interaction; HeLa A3G-eYFP + Vif (tagged APOBEC3G with the HIV-1 protein that degrades it), YFP fluorescence, overnight; Potency, µM (highest dose often 46.1 µM), for inactives: at the top dose activity, negative = active, hits mostly inhibitors; 410,000 tested, 0.076% active; AID 602310;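 also: potency is read from the fitted curve at half-maximal effect; % is scaled to controls: 0 for no effect and ±100 for the full control effect; nearly all actives have a fitted effect of over 60% in size; hits raise eYFP signal because A3G escapes Vif-driven loss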
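HeLa cells stably expressing Vif and C-terminally eYFP-tagged A3G, seeded overnight at 37 deg C, then exposed to compound by pintool overnight at 37 deg C. Rise in yellow fluorescence (Ex 488/Em 500-530, Acumen) marks blocked Vif-driven A3G degradation.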
D2 antagonist: antagonizes the human D2 dopamine receptor. P14416. HEK293 TREx D2 cells, calcium flux, dopamine EC80. inhibition, % at 10 µM. 340,000 tested, 2% active. AID 485344; in the data active = inhibition above about 30%; also: 0% is about no effect
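In this primary screen, negative modulation is detected by tracking calcium flux after an EC80 dopamine challenge in inducible HEK293 T-REx D2 cells preexposed to test compound for 180 s.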
ALOX12 inh: blocks human arachidonate 12S-lipoxygenase | 580,000 tested, 1.1% active | purified 12hLO, xylenol orange hydroperoxide absorbance | AID 1671190 | Potency, µM (highest dose often 108 µM), for the others: at the highest dose activity change, negative = inhibition, most hits filed as inhibitors | P18054; also: potency is read from the fitted curve at half-maximal effect; % is scaled to controls: 0 for no effect and ±100 for the full control effect
Target sequence (P18054 whole entry, looked up): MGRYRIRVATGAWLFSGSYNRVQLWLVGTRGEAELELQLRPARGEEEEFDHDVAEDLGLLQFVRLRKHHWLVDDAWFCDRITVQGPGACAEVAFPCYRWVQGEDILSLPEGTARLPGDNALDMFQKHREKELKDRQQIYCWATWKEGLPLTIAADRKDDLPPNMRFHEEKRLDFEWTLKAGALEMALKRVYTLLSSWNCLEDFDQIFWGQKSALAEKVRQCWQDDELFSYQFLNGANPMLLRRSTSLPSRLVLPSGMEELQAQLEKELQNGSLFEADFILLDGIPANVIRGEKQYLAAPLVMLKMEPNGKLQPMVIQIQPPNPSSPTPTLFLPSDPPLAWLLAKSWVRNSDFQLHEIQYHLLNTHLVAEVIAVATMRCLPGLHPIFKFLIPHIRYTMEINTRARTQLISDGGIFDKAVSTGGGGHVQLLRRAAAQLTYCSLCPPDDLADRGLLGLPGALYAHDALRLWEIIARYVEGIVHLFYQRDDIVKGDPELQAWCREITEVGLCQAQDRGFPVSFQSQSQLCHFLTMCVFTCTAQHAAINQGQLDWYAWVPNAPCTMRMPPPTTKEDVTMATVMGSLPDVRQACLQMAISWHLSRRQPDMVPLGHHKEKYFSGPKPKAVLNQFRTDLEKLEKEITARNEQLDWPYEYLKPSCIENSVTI
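Purified human 12hLO (150 nM final) in 25 mM Hepes, 0.01% Triton X-100, pH 7.0 was preincubated 15 min at room temperature with compound. Then 40 uM arachidonic acid was added, 30 min. Hydroperoxide was read by Fe-XO absorbance ratio 573/405 nm.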
RGS4 inhibitor: human RGS4 inhibition. P49798. Transcreener GDP fluorescence polarization, RGS4-accelerated GTP hydrolysis. Potency, µM (titrated, usually from 114 µM), without a hit: at the top dose activity change, negative = inhibition, hits mostly inhibitors. 390,000 tested, 0.039% active; also: potency is read from the fitted curve at half-maximal effect; % is scaled to controls: 0 for no effect and ±100 for the full control effect; nearly all actives have a fitted effect of over 75% in size; some results filed as inactive show a strong effect at the top dose
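MLSMR compounds (23 nl, pin-transferred) preincubated 10 min at room temperature with a 500nM (2x) first reagent, then RGS4 at 900nM (2x) plus Transcreener GDP mix added; fluorescence polarization (620/688 nm) read before and after 90 min at 30 °C.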
LDHA inh: LDHA (human) enzyme inhibition; P00338; purified LDHA, NADH/diaphorase-resazurin fluorescence; stronger effect = lower value; activity change, % (values are at about 110 or 230 µM); 480,000 tested, 0.15% active; AID 1347041; in the data active = activity change below about -30%; inconclusive = mostly about -25% to -30%;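 also: plate controls were DMSO wells for no effect and wells without enzyme for full effect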
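LDH5 2 nM; NADH 0.06 mM, pyruvate 0.2 mM; 200 mM Tris pH 7.4, EDTA, Tween-20; 5 min RT. Detection: diaphorase 0.133 mg/mL + resazurin 37 µM, fluorescence ex540/em590 at 0 and 20 min; normalized to enzyme-free and DMSO wells.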
ERG Ets-DNA blk: inhibitors of human ERG Ets domain-DNA interaction; Potency, µM (doses to about 76.9 µM), for the others: at the highest dose FP activity, negative = inhibition, usual class: inhibitors; fluorescence polarization, His-ERG Ets domain / labelled DNA; 370,000 tested, 0.028% active; P11308; AID 624246; active = well fitted inhibition curve with a large enough effect in the polarisation, with a control signal flat; inconclusive = small, poorly fitted or top-dose-only effect, or effect the other way, or a change in a side signal; inactive = no such curve, though single readings can be large or run the other way; the % refers to the polarisation;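 also: polarization taken with two DNA probes labelled with fluorescein and Texas red; potency is read from the fitted curve at half-maximal effect; % of control where 0% means no effect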
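His-tagged ERG Ets domain (1 uM in the protein solution; 300mM KCl, 50mM Tris-HCl, 1mM EDTA, 1mM DTT, pH 7.5) received compound, then a probe mix of 5 nM fluorescein-DNA and 100nM Texas-615-DNA. Fluorescence polarization was read for both dyes.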
Numbers without * were called inactive; ? = inconclusive; . = not tested or not shown; & = joins results of further samples; [ ] = another dose, or the depositor's remark. Unless noted, calls follow the shape of the dose curve; as a rule, active = well fitted curve in the direction sought with a large enough effect; inconclusive = small, poorly fitted or top-dose-only effect, or another doubt; inactive = no such curve, though single readings can be large; an effect the other way counts as inactive or inconclusive. This is a subset (hit frequency here may not be typical).

SMILES	Glioma ERSR ind	D2 agonist	Vif-APOBEC3F blk	Vif-APOBEC3G blk	D2 antagonist	ALOX12 inh	RGS4 inhibitor	LDHA inh	ERG Ets-DNA blk
O=C1c2ccccc2S(=O)(=O)N1CC(O)Cn1c2ccccc2c2ccccc21 (stereo not given)	-4%	1.1	-23%	-18%	27	0%	-7%	-4	0%
CC(C)(C)OC(=O)NCCc1nnc(SCc2c(Cl)cccc2Cl)o1	-5%	0.0	-8%	-7%	-8	-22%	12%	0	4%
O=C(Nc1ccc2oc(-c3ccncc3)nc2c1)c1ccccc1Cl	1%	0.1	-2%	1%	.	-31%&-27%	-24%	5&-13	-1%
CSc1cccc(NC(=O)c2cnn(-c3ccc(F)cc3)c2-n2cccc2)c1	-5%	-1.0	-10%	1%	.	?	3%	2	2%
O=C(Cn1c(SCc2ccccc2F)nc2cccnc21)Nc1ccc(F)c(Cl)c1	-8%	1.0	-12%	-6%	.	-9%	23%	-10	4%
CCN(CC)CCCOc1nc(C)nc2c1oc1ccccc12	-4%	0.2	-11%	-1%	-8	?	6%	-3	6%
O=C1c2[nH]nc(-c3ccccc3O)c2C(c2cccc(Cl)c2)N1CC1CCCO1 (stereo not given)	0%	0.1	-2%	-17%	-1	-19%	?	4	-2%
CCC(C(=O)NCc1ccco1)N(C(=O)CNS(=O)(=O)c1ccccc1)c1ccc(F)cc1 (stereo not given)	0%	2.2	?	1%	10	-17%	23%	-9	0%
CSc1ccc(CCCCCCOC(=O)C(C)(C)C)cc1	3%	-0.2	-5%	0%	-6	-1%	-14%	0	-7%
CC(=O)Nc1cccc(NC(=O)CCn2cnc3cc(C)c(C)cc32)c1	-3%	-0.7	2%	-2%	15	-9%	8%	1	10%
CCn1ccnc1[C@@H]1C[C@H]2CN(c3ccccc3OC)C(=O)[C@]23CCCN13	-3%	-0.7	-12%	0%	-2	14%	-4%	0	-9%
COc1ccc(-c2nn(-c3ccccc3)cc2/C=N/n2cnnc2)cc1OC	3%	-0.1	-4%	0%	-15	-14%	14%	-6	-6%
COc1ccc2oc(=O)c(-c3csc(-c4ccc(Br)cc4)n3)cc2c1	-4%	-0.7	-134%	-27%	.	?	-36%	0	-5%
CCNC(=S)Nc1ccc(N(c2ccccc2)C(C)C)cc1	-3%	0.7	-12%	3%	1	4%	-25%	2	-8%
COc1ccc(N(C)S(=O)(=O)c2cccc(C(=O)N3CCN(c4cccc(C)c4C)CC3)c2)cc1	-5%	.	1%	0%	.	49%[activator]	-2%	-1	-1%
Cn1nc(C(F)(F)F)cc1-c1ccc(S(N)(=O)=O)s1	-5%	-1.7	-5%	0%	9	0%	-11%	-10	3%
CCCCNS(=O)(=O)c1ccc2nc(SCC(=O)c3ccc(C#N)cc3)[nH]c2c1	?	1.3	1%	-2%	3	?	-45%	-1	-15%
Cc1c(CCO)c(=O)[nH]n1C(=O)c1ccc(F)cc1	0%	0.0	-1%	0%	-5	0%	-4%	-2	-4%
Cc1nc([N+](=O)[O-])c(C(=O)OCc2ccc(C#N)cc2)n1C	3%	-3.5	2%	-5%	-5	22%	-10%	1	4%
COC(=O)c1sc(N2CCN(c3ccc(Cl)cc3)CC2)nc1N	-3%	-0.1	-1%	1%	5	?	-42%	-3	5%
C/C(CC(=O)Nc1ccc(Cl)cn1)=N\NC(=O)Cc1cccs1	0%	-0.6	7%	-3%	-6	102%[activator]	-13%	-2	15%
Cc1ccccc1C(=O)NC(=O)Nc1ccc(-n2nc(C(F)(F)F)cc2C(F)(F)F)cc1	-4%	0.1	0%	-2%	.	-3%	6%	0	-2%
COCCCNC1=C(Cl)C(=O)c2ccccc2C1=O	15%	.	6%	-5%	.	-36%	19%	-4	7%
CCOC(=O)Cn1c(SC)nc2sc3c(c2c1=O)CC(C)(C)OC3	-4%	0.7	.	-6%	-5	0%	16%	-13	-1%
CCN(CC)c1ccc(N2C(=O)/C(=C/c3cccnc3)SC2=S)cc1	-3%	-1.3	-1%	1%	-1	0%	-48%	9	0%
Cc1ccc(C(C)(C)C)cc1S(=O)(=O)Nc1cccc(C(=O)N2CCN(c3ccccn3)CC2)c1	-3%	-0.6	-14%	-10%	0	-15%	-17%	1	0%
CCOC(=O)c1c(C)[nH]c(C(=O)N/N=C\c2ccccc2O)c1C	-1%	-0.6	?	-18%	-12	?	-6%	-5	-6%
CCCC(=O)Nc1ccc2nc(C)n(Cc3ccccc3Cl)c(=O)c2c1	-1%	1.1	-13%	-5%	-4	0%	19%	-4	-1%
O=C(N/N=C/c1ccc(OC2CSC2)cc1)c1ccccc1	0%	0.0	5%	-2%	-14	12%	-2%	-3	.
CCOc1cc(/C=N/Nc2nncc(-c3ccccc3)n2)ccc1O	2%	-0.6	?	?	6	-4%	?	-4	-10%
COc1ccccc1CNC(=O)C(NC(=O)C1CCCCC1)C(C)C (stereo not given)	-6%	.	9%	-1%	.	75%[activator]	-6%	-6	1%
CC(C)c1cccc(-c2csc(C(C)(O)c3ccncc3)n2)c1 (stereo not given)	-1%	.	.	-8%	.	?	.	-3	.
COc1ccc(NC(=O)CN(C)C(=O)c2cccc(S(=O)(=O)N3CCCc4ccccc43)c2)cc1	-1%	-1.4	9%	1%	3	7%	-7%	2	11%
CCOc1ccc(NC(=O)CN2C(=O)C3CCCN3C2=O)cc1 (stereo not given)	0%	2.0	-9%	0%	27	440%[activator]	?	-4	-4%
CCOc1ccc(CCNC(=O)Cn2c(=O)c3cccn3c3cccnc32)cc1	-3%	0.1	-2%	-8%	-6	-2%	-37%	-2	0%
CC(C)(Oc1ccc(Cl)cc1)C(=O)OCC(=O)N1CCCC1	-2%	1.4	-3%	0%	1	0%	3%	-4	4%
O=C(COC(=O)c1ccc(O)cc1O)c1ccc2c(c1)OCCO2	8%	.	-6%	-2%	.	-14%	15%	-2	1%
O=C1CC(C(=O)N2CCN(S(=O)(=O)c3cccc(F)c3)CC2)CN1Cc1ccccc1Cl (stereo not given)	0%	0.1	0%	0%	11	5%	-7%	-2	6%
CCOc1ccc(C(O)Cn2c(=N)n(CCN3CCCCC3)c3ccccc32)cc1 (stereo not given)	-2%	0.2	-3%	0%	-7	-16%	12%	-1	2%
CCC(ONc1ccccc1C(F)(F)F)(C(=O)NN(C)C)c1ccccc1 (stereo not given)	-3%	-0.4	-2%	-1%	7	?	4%	7	-2%

Only Glioma ERSR ind, for some of the entries so far:
mol	Glioma ERSR ind
O=C(COC(=O)c1ccc(O)cc1O)c1ccc2c(c1)OCCO2	8%
COc1ccc(NC(=O)CN(C)C(=O)c2cccc(S(=O)(=O)N3CCCc4ccccc43)c2)cc1	-1%
CCOc1ccc(NC(=O)CN2C(=O)C3CCCN3C2=O)cc1 (stereo not given)	0%
CC(C)c1cccc(-c2csc(C(C)(O)c3ccncc3)n2)c1 (stereo not given)	-1%

More records follow:
SMILES	Glioma ERSR ind	D2 agonist	Vif-APOBEC3F blk	Vif-APOBEC3G blk	D2 antagonist	ALOX12 inh	RGS4 inhibitor	LDHA inh	ERG Ets-DNA blk
NS(=O)(=O)c1ccc(CCNc2ccccc2[N+](=O)[O-])cc1	0%	-1.5	-3%	3%	-6	-4%	5%	-3	17%
CCc1noc(C)c1C(=O)Nc1nnc(C(CC)CC)s1	0%	0.1	-1%	2%	9	-18%	-11%	-4	-2%
CCCC/S(C)=N/S(=O)(=O)c1ccc(C)cc1 (stereo not given)	-3%	0.1	7%	0%	-2	6%	17%	-6	-4%
CC(C)(C)NS(=O)(=O)c1ccc(NS(C)(=O)=O)cc1	-5%	0.3	-3%	-2%	4	16%	19%	-7	-5%
COc1cc(/C=N/NC(=O)Cc2c[nH]c3ccccc23)cc(OC)c1OC	3%	.	-1%	-2%	.	-5%	19%[11.4 µM]	-3	-6%
CCOc1ccc(-c2nnc(NC(=O)COc3ccccc3F)o2)cc1	5%	.	-6%	-8%	.	13%	.	0	.
CC(=O)Nc1ccc(S(=O)(=O)NCCC(=O)OCc2csc(CC(=O)Nc3ccccc3C)n2)cc1	-7%	-0.2	3%	0%	-6	3%	-13%	-7	0%
O=C(NCCCN1CCOCC1)c1ccc2c(c1)N(Cc1ccccc1)C(=O)c1ccccc1S2	-1%&-1%	0.1&-0.4	0%&0%	0%&7%	-8	?	-5%&21%	-5&-6	2%&8%
CCOC(=O)C1CCCN(C(=O)c2cc(Cl)ccc2Cl)C1 (stereo not given)	-3%	-0.8	1%	4%	31*	11%	9%	-3	.
CCC(C)c1ccc(S(=O)(=O)N2CCN(C(=O)COc3ccc4c(C)cc(=O)oc4c3)CC2)cc1 (stereo not given)	-2%	0.9	6%	-7%	-23	0%	-23%	-3	-4%
CNC(=S)N(CCCO)Cc1cc2cc3c(cc2[nH]c1=O)OCO3	1%	0.6	8%	-2%	-4	15%	-12%	0	-7%
CCN(CC)CCCNC(=S)N(Cc1cccnc1)Cc1cc2cccc(C)c2[nH]c1=O	-6%	0.5	-6%	0%	-1	-5%	14%	-7	1%

Screening data: PubChem BioAssay, National Center for Advancing Translational Sciences (NCATS)
